PLK1 PBD block: qHTS for Inhibitors of PLK1-PDB (polo-like kinase 1 - polo-box domain): Primary Screen; Plk1 PBD binding of FITC phosphopeptide, fluorescence polarization; 360,000 compounds, 2.8% hits; Serine/threonine-protein kinase PLK1 (Homo sapiens), P53350; Potency, µM, for the others: max response, negative = inhibition, most hits filed as inhibitors; also: potency is read from the fitted curve at half-maximal effect; series mostly up to about 57 µM; % is scaled to controls: 0 for no effect and ±100 for the full control effect; nearly all actives have a fitted effect of over 65% in size
Target sequence (P53350 whole entry, looked up, the tested form may be a part): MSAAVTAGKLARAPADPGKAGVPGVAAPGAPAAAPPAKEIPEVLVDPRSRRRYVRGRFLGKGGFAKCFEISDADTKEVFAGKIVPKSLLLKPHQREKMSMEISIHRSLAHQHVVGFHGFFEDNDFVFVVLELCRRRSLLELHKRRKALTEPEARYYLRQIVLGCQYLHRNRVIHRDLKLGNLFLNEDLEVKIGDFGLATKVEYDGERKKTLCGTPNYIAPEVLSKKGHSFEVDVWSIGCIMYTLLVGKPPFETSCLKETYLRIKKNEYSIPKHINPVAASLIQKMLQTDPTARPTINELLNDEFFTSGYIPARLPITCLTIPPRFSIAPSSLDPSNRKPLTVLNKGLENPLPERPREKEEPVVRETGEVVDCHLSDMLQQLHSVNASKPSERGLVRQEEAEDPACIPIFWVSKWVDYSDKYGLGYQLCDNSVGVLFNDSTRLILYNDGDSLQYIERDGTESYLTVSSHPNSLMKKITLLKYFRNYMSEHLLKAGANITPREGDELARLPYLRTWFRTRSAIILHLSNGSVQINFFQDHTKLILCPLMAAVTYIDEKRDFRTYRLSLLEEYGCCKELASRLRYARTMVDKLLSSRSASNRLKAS
WRN inhibitor: qHTS for Inhibitors of WRN Helicase; WRN helicase unwinding, fluorescent forked duplex, kinetic; Bifunctional 3'-5' exonuclease/ATP-dependent helicase WRN (Homo sapiens), Q14191; Potency, µM (series often up to 114 µM), inactives show top-dose activity change, negative = inhibition, usual class: inhibitors; 360,000 compounds, 0.46% hits; also: potency is read from the fitted curve at half-maximal effect; % is scaled to controls: 0 for no effect and ±100 for the full control effect; nearly all actives have a fitted effect of over 55% in size
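WRN at 20 nM final was preincubated with compound for 15 min at room temperature; reaction started with 100 nM forked duplex oligonucleotide carrying fluorophore and quencher plus 2 mM ATP (final). Unwinding followed kinetically by red fluorescence (ex 525/em 598 nm).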
GLP1R cytotox: qHTS of GLP-1 Receptor Inverse Agonists: Cytotox Screen; 410,000 compounds, 0.13% hits; Potency, µM (top dose mostly 38.3 µM), without a hit: at the top dose activity change, negative = inhibition, hits mostly inhibitors; HEK293 cAMP-luciferase reporter cells, luminescence, 24 h; AID 624418, 2012;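 also: loss of luciferase light is scored as toxicity; potency is read from the fitted curve at half-maximal effect; % is scaled to controls: 0 for no effect and ±100 for the full control effect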
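Compound-treated cells are incubated 24 hr at 37 deg C under 5% CO2 after a 12 hour attachment period, then luciferase detection reagent is added and luminescence is measured following 12 min at room temperature; lowered signal indicates toxicity.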
GLP1R inv ag: qHTS of GLP-1 Receptor Inverse Agonists (Inhibition Mode). HEK293 GLP-1R CRE-luciferase, luminescence, 24 h; GLP-1R form is constitutively active. Potency, µM (top dose mostly 38.3 µM), for the others: at the top dose activity change, negative = inhibition, usual class: inhibitors. 410,000 compounds, 1.6% hits. AID 624417, 2012; also: potency is read from the fitted curve at half-maximal effect; % is scaled to controls: 0 for no effect and ±100 for the full control effect; nearly all actives have a fitted effect of over 55% in size
Target sequence (P43220 whole entry, looked up): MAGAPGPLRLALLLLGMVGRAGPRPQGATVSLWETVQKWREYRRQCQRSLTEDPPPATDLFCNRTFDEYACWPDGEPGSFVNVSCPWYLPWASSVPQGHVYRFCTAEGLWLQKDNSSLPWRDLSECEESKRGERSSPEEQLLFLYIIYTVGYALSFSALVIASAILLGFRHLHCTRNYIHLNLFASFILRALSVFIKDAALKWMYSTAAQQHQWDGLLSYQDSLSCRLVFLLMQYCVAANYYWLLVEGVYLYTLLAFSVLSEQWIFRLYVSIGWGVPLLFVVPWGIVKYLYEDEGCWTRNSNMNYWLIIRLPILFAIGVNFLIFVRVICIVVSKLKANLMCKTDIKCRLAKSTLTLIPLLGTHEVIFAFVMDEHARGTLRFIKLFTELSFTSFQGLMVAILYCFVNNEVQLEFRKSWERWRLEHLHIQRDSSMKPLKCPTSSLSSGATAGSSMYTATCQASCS
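qHTS in 1536-well format: reporter HEK293 cells expressing constitutive GLP-1R activity in DMEM + 10% Nu serum, 24 hr with compounds at 37 deg C, luminescence read after 12 min with detection reagent.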
PI5P4Ka inh: qHTS for Inhibitors of phosphatidylinositol 5-phosphate 4-kinase (PI5P4K); Phosphatidylinositol 5-phosphate 4-kinase type-2 alpha (Homo sapiens), P48426; PI5P4Kalpha enzyme, ADP-Glo luminescence, 60 min; hits give low values; max response, %; 330,000 compounds, 1.2% hits; AID 652105, 2013; active = max response of -50% or lower; inconclusive = between -30% and -50%; inactive = -30% or higher; also: value at the top dose of about 77 µM; % is scaled to controls: 0 for no effect and ±100 for the full control effect
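Luminescence from ADP-Glo served as readout of PI5P4Kalpha activity in a qHTS format. Reaction: enzyme, substrate, compound, ATP at 5 microM final, 60 min at RT.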
IL-2 act: qHTS of IL-2 Activators; IL-2 activation reporter assay, cell-based qHTS; stimulated with anti-CD3/CD4/CD28 beads; in transgenic mouse T cells; 360,000 compounds, 0.065% hits; activation, % (series mostly up to about 46 µM); in the data active = activation above about 50%; inconclusive = mostly about 30% to 49%; also: 0% is about no effect
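First, unstimulated transgenic mouse T cells were exposed to compound for 60 min. Next, anti-CD3/anti-CD4-coated beads with anti-CD28 were added. Finally, after 18 h at 37 degrees C, EGFP and DsRed were imaged.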
DRD3 agonist: qHTS of D3 Dopamine Receptor Agonist: qHTS. D(3) dopamine receptor (Homo sapiens), P35462. D3R DiscoveRx beta-arrestin cells, luminescence, 90 min. AID 652048, 2013. 410,000 compounds, 0.58% hits. max activation, %; in the data active = max activation above about 30%; also: 0% is about no effect; mostly tested at two doses, the higher about 12 µM
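Cells at 1500/well, incubated overnight, then treated with pinned compounds (dopamine as control) for 90 min at 37 degrees C. DiscoveRx reagent added for 30 - 60 minutes at room temperature; luminescence read.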
D3 antag: qHTS of D3 Dopamine Receptor Antagonist: qHTS. D(3) dopamine receptor (Homo sapiens), P35462. D3R cells, DiscoveRx beta-arrestin luminescence, antagonist mode; hits give low values. max response, negative = inhibition, %. 360,000 compounds, 2.5% hits; in the data active = max response below about -50%; inconclusive = no clear call, values can overlap the other calls; also: % is scaled to controls: 0 for no effect and ±100 for the full control effect; mostly tested at two doses, the higher about 12 µM
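Cells expressing the human receptor were seeded at 1500 cells/well, incubated overnight at 37 degrees C in 5% CO2, then exposed to library compounds with dopamine controls for 90 minutes at 37 degrees C before luminescent detection.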
GLP1R ag: qHTS of GLP-1 Receptor Agonists | HEK293 GLP-1R CRE-luciferase, luminescence, 4-6 h; cells express a hypersensitive GLP-1R form | Potency, µM (highest dose often 45.6 µM), for the others: at the top dose activation, most hits filed as activators | AID 624172, 2012 | 380,000 compounds, 0.007% hits | Glucagon-like peptide 1 receptor (Homo sapiens), P43220; also: potency is read from the fitted curve at half-maximal effect; % of control where 0% means no effect
Starred values were filed as active, the others as inactive; ? = inconclusive; . = not tested or not shown; [ ] = remark or other dose. Unless noted, calls follow the shape of the dose curve; as a rule, active = well fitted curve in the direction sought with a large enough effect; inconclusive = small, poorly fitted or top-dose-only effect, or another doubt; inactive = no such curve, though single readings can be large; an effect the other way counts as inactive or inconclusive.

1) CCCNC(=O)C1(C)CCN(Cc2ccc(OC)c3ccccc23)C1 (stereo not given)
2) CC(=O)N/N=C(\N)c1nonc1N
3) CCC(Cc1ccccc1)NC(=O)Cn1cccc1C(=O)c1ccccc1 (stereo not given)
4) Cc1ccc(Oc2cc(NC(=O)CCCn3nc(C)c([N+](=O)[O-])c3C)cc([N+](=O)[O-])c2)cc1
5) CCCCN(C(=O)c1cccc(S(=O)(=O)N2CCN(C)CC2)c1)c1c(N)n(CCCC)c(=O)[nH]c1=O
6) COc1ccc(-c2ccc(SCc3cccnc3)nn2)cc1OC
7) CCN(CC)CCCN1C(=O)C2C(C(=O)Nc3ccc(C(C)C)cc3)C3C=CC2(O3)C1C(=O)NC1CCCCC1 (stereo not given)
8) COC(=O)c1cnc(Oc2ccc(NC(=O)NC(=O)c3ccccc3Cl)cc2)cc1C(F)(F)F

Compound,1,2,3,4,5,6,7,8
PLK1 PBD block,-1%,2%,2%,1%,2%,-3%,-6%,0%
WRN inhibitor,-2%,3%,-3%,2%,-1%,-1%,5%,-2%
GLP1R cytotox,-4%,6%,?,5%,3%,-1%,-15%,0%
GLP1R inv ag,?,12%,?,?,5%,108%[activator],?,2%
PI5P4Ka inh,7,1,-3,-2,6,2,8,-2
IL-2 act,-0.3,-0.1,0.3,-0.5,-5.2,-2.6,0.4,-4.3
DRD3 agonist,-9,2,-5,-9,-1,2,-8,20
D3 antag,5,26,-17,-14,8,20,1,17
GLP1R ag,6%,-7%,0%,7%,7%,12%,7%,8%

The last six compounds of the part before are carried over, then new ones follow:
3) CCC(Cc1ccccc1)NC(=O)Cn1cccc1C(=O)c1ccccc1 (stereo not given)
4) Cc1ccc(Oc2cc(NC(=O)CCCn3nc(C)c([N+](=O)[O-])c3C)cc([N+](=O)[O-])c2)cc1
5) CCCCN(C(=O)c1cccc(S(=O)(=O)N2CCN(C)CC2)c1)c1c(N)n(CCCC)c(=O)[nH]c1=O
6) COc1ccc(-c2ccc(SCc3cccnc3)nn2)cc1OC
7) CCN(CC)CCCN1C(=O)C2C(C(=O)Nc3ccc(C(C)C)cc3)C3C=CC2(O3)C1C(=O)NC1CCCCC1 (stereo not given)
8) COC(=O)c1cnc(Oc2ccc(NC(=O)NC(=O)c3ccccc3Cl)cc2)cc1C(F)(F)F
9) COCCNC(=O)C1(C)CCN(Cc2ccc(C(C)C)cc2)C1 (stereo not given)
10) O=C(C1CCC(Cn2c(=O)[nH]c3ccccc3c2=O)CC1)N1CCN(c2ccccc2)CC1 (stereo not given)
11) CCN(CC)C(=O)CSc1nc2ccccc2c(=O)n1CC1CCCCC1
12) CC1CN(c2ccc(NS(=O)(=O)c3ccccc3)cc2C(=O)O)CC(C)O1 (stereo not given)
13) O=C(Nc1cccnc1)c1cccc([N+](=O)[O-])c1
14) NC(=S)N/N=C/c1ccccc1OCCSc1ccc(Cl)cc1
15) COc1ccc(CNC(=O)CNC(c2ccccc2)c2ccccc2)cc1OC
16) Cc1ccc(Cl)cc1NC(=O)c1sc2nc(C)c(C)c(C)c2c1N

Compound,3,4,5,6,7,8,9,10,11,12,13,14,15,16
PLK1 PBD block,2%,1%,2%,-3%,-6%,0%,-2%,1%,-3%,-9%,-5%,-26%,-8%,.
WRN inhibitor,-3%,2%,-1%,-1%,5%,-2%,3%,-2%,-5%,-8%,-4%,1%,16%,.
GLP1R cytotox,?,5%,3%,-1%,-15%,0%,9%,2%,-9%,0%,-4%,3.2µM*,-6%,0%
GLP1R inv ag,?,?,5%,108%[activator],?,2%,-13%,-29%,5.6µM*,19%,1%,2.8µM*,-17%,7%
PI5P4Ka inh,-3,-2,6,2,8,-2,-1,0,14,6,4,-5,0,.
IL-2 act,0.3,-0.5,-5.2,-2.6,0.4,-4.3,2.3,-1.7,0.2,-0.1,-0.8,-0.6,0.6,.
DRD3 agonist,-5,-9,-1,2,-8,20,-1,2,-2,6,4,-16,-2,3
D3 antag,-17,-14,8,20,1,17,3,25,9,13,18,?,-23,.
GLP1R ag,0%,7%,7%,12%,7%,8%,-5%,3%,16%,4%,-1%,0%,24%,5%

17) COC(=O)/C(=N\Nc1ccccc1)Sc1nnc(-c2ccc(OC)cc2)n1C
18) Cn1nnc(NC(=O)C(c2ccccc2)c2ccccc2)n1
19) COc1ccc(Oc2ccc(C(F)(F)F)cc2NC(=O)c2ccc(F)cc2)cc1
20) COc1ccc(N2CCN(C(CNC(=O)C(C)(C)C)c3cccnc3)CC2)cc1 (stereo not given)
21) Nc1n[nH]c(C(F)(F)F)c1-c1ccccc1
22) CCCN1CCN(C(=O)C2CCN(c3nnc(C)c4c(C)n(-c5ccc(C)cc5)nc34)CC2)CC1
23) COc1cc(CCC(=O)Nc2cccc(C(F)(F)F)c2)cc(OC)c1OC
24) Cc1cccc(N2CC(C(=O)Nc3cccc(S(=O)(=O)N4CCCCC4)c3)CC2=O)c1C (stereo not given)

Compound,17,18,19,20,21,22,23,24
PLK1 PBD block,-4%,2%,-6%,-2%,-1%,18%,-10%,-5%
WRN inhibitor,1%,-2%,-5%,6%,6%,-6%[57.1 µM],-4%,1%
GLP1R cytotox,11%,11%,21%,1%,-5%,?,-8%,-17%
GLP1R inv ag,33%,-8%,?,1%,44%[activator],?,?,?
PI5P4Ka inh,-5,.,-3,2,-3,10,0,-1
IL-2 act,2.6,1.3,-1.7,-4.7,-1.4,1.8,-1.0,-0.2
DRD3 agonist,-8,2,1,0,4,0,-2,3
D3 antag,9,-11,6,-7,16,-11,-24,5
GLP1R ag,1%,4%,8%,-7%,17%,8%,7%,5%

25) Cc1nnc2c(SC(C)C)nc3ccccc3n12
26) O=C(Nc1c[nH]c(=O)[nH]c1=O)c1cccc([N+](=O)[O-])c1
27) COc1cc(C(=O)NC(=S)N2CCN(C)CC2)cc(OC)c1OC
28) COc1cccc(-c2ncc3ccccc3c2COC(=O)c2cccc(Br)c2)c1
29) Brc1ccc(-c2csc(N3CCc4ccccc4C3)n2)cc1
30) COc1ccc(CN2CCC(C)(Oc3cccc(F)c3)C2)c2ccccc12 (stereo not given)
31) Clc1cccc(NCc2ccccc2)n1
32) CC(=O)N1CCCC(N2CCN(c3cccc(C(F)(F)F)c3)CC2)C1 (stereo not given)

Compound,25,26,27,28,29,30,31,32
PLK1 PBD block,-3%,-12%,-1%,5%,?,-19%,-6%,-11%
WRN inhibitor,-3%,-10%,8%,-5%,-7%,18%,-2%,-3%
GLP1R cytotox,-20%,5%,-13%,2%,22%,4%,8%,3%
GLP1R inv ag,?,-8%,1%,?,-13%,11µM*,18%,0%
PI5P4Ka inh,3,0,-2,14,10,23,-3,-1
IL-2 act,0.6,0.2,-0.2,-1.9,1.8,-0.7,-0.3,0.3
DRD3 agonist,-1,-5,8,-23,1,-9,9,2
D3 antag,?,-7,9,-8,10,-6,-3,-3
GLP1R ag,4%,-4%,10%,10%,0%,2%,3%,2%

The results go on:
item	structure	PLK1 PBD block	WRN inhibitor	GLP1R cytotox	GLP1R inv ag	PI5P4Ka inh	IL-2 act	DRD3 agonist	D3 antag	GLP1R ag
33	Cc1nc(SCC(=O)c2ccc(F)c(F)c2)[nH]c(=O)c1Oc1ccc(F)cc1	-21%	-4%	0%	-5%	8	-2.8	2	6	0%
34	Cc1ccc(OCc2nnc(SCc3cc(=O)[nH]c4ccccc34)n2-c2ccccc2)cc1	?	-8%	?	?	-12	-3.7	-48	0	11%
35	Cc1cccc(OCC2CCCN(Cc3nc(C4CC4)no3)C2)c1 (stereo not given)	0%	6%	-7%	?	-6	0.0	-1	-8	9%
36	CC(Oc1ccc(-c2ccccc2)c(F)c1)c1ccn(S(=O)(=O)c2ccc(Cl)cc2)n1 (stereo not given)	-2%	-3%	-1%	?	.	-1.1	1	-22	-10%
37	O=c1[nH]c2cc3c(cc2cc1CN(CCCO)Cc1nnnn1Cc1ccc(F)cc1)OCO3	-6%	-20%	-14%	15%	-9	-0.5	5	14	0%
38	CCC1Oc2ccccc2N(CC(=O)NCCN2C(C)CCCC2C)C1=O (stereo not given)	-6%	-15%[57.1 µM]	8%	0%	.	-1.1	2	12	2%
39	C=CCNC(=O)CCCC(=O)NCC=C	3%	2%	7%	0%	0	0.5	-2	22	-7%
40	CCOc1ccc(C(=O)C2CCN(CC(=O)Nc3ccccc3N3CCOCC3)CC2)cc1	-7%	-10%	4%	0%	.	-1.1	2	-17	6%
41	COC(=O)c1ccc2c(=O)n(Cc3ccc4c(c3)OCO4)c(SCC(=O)N3CCCC3)nc2c1	?	14%	3%	11%	0	0.7	-7	0	3%
42	COc1ccc(C=NCCC2(O)CC(C)N(C)CC2C)cc1 (stereo not given)	-22%	5%	67%[activator]	-4%	3	-0.8	-13	3	1%
43	COc1ccc(NC(=O)c2cc(-c3cc(Cl)ccc3OC)n[nH]2)cc1OC	-2%	-18%	-19%	?	0	0.1	6	27	-1%
44	Cc1cccc(NC(=O)CSc2nnc(Cn3cnc4ccccc43)o2)c1	-15%	-11%	5%	0%	.	-2.9	5	?	-5%
45	O=C(NNC(=O)c1ccccc1C(=O)O)c1cc2ccccc2o1	1%	-10%	2%	-22%	-1	-0.3	1	-12	-6%
46	Cc1cc(C)cc(OCC(=O)OCC(=O)N(CC(C)C)c2c(N)n(Cc3ccccc3)c(=O)[nH]c2=O)c1	-4%	-2%	7%	-21%	0	-0.7	1	7	-3%

Screening data as filed in PubChem.
